# CRE Fsk mod: alters forskolin-stimulated CRE reporter signaling in CHO cells | CHO CRE-bla reporter (cAMP response element driving beta-lactamase), forskolin EC10, beta-lactamase ratio | Potency, µM (doses to about 38.2 µM), for inactives: at the top dose activity change, negative = inhibition, actives largely listed as activators | 2.5% of 71,000 active; active = well fitted activation curve with a large enough effect in the signal ratio, with a control signal flat, not every such curve was filed as active; inconclusive = small, poorly fitted or top-dose-only effect, or effect the other way, or a change in a side signal; the % refers to the signal ratio; note: potency is the fitted concentration of half-maximal effect; % of control where 0% means no effect
#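 The 460nm/530nm emission ratio after CCF4 loading defined %Activity, from which AC50 values were obtained. CRE-bla CHO cells received compound dilution series together with an EC10 level of NKH 477 for 3 hours at 37 degrees Celsius.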
# Hsp90 Hop PPI: changes Hsp90-Hop TPR2A binding signal, up or down; Potency, µM (series often up to 57 µM), inactives show top-dose activity change, negative = inhibition; AlphaScreen TPR2A-His6 binding biotin-Hsp90 C-terminal peptide; 0.44% of 71,000 active; active = well fitted curve in either direction with a large enough effect; inconclusive = small, poorly fitted or top-dose-only effect, or another doubt; note: potency is the fitted concentration of half-maximal effect; % is set by controls: 0 for no effect and ±100 for the full control effect; many of its hits are not listed in these tables
# Ub-GFP proteasome: inhibits proteasome, raising ubiquitin-GFP reporter fluorescence | Ubiquitin-GFP reporter cells, proteasome inhibition, GFP fluorescence; response scale: untreated = 0%, 10 µM MG-132 = 100% | Potency, µM (doses to about 45.9 µM), for the others: at the top dose activation (GFP accumulation), most hits filed as activators | 67,000 tested, under 10 active | AID 526; active = well fitted activation curve with a large enough effect, not every such curve was filed as active; inconclusive = small, poorly fitted or top-dose-only effect, or another doubt; inactive = no such curve, though single readings can be large or run the other way; note: potency is the fitted concentration of half-maximal effect
#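 U2OS Ub(G76V)-GFP reporter; O/N plating, 0.5% FBS; cpd 46 uM–2.9 nM, 4 h, 37 °C; GFP+ cell count, 488/515 nm; norm. to basal vs 10 uM MG-132; CRC fit.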
# HADH2 inh: HADH2 (human) dehydrogenase inhibition | Q99714 | recombinant HADH2, NADH fluorescence, beta-hydroxybutyryl-CoA | Potency, µM (highest dose often 57.1 µM), inactives show at the top dose activity change, negative = inhibition, actives largely listed as inhibitors | 3.4% of 73,000 active | AID 886; note: potency is the fitted concentration of half-maximal effect; % is set by controls: 0 for no effect and ±100 for the full control effect; nearly all actives have a fitted effect of over 60% in size; many of its hits are not listed in these tables
# Target sequence (Q99714 whole entry, looked up, one chain of several): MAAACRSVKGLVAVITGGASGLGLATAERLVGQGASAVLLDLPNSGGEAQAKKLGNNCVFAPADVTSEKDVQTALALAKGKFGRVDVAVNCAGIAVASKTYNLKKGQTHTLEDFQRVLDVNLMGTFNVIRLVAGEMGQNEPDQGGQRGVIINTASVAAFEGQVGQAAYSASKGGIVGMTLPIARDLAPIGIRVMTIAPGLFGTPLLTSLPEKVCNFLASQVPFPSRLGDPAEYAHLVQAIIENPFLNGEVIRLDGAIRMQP
#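 NADH fluorescence (ex 360/em 450 nm) read every 30 s for 4 min; activity taken as last-minus-first time point difference. Enzyme 20 nM, NAD+ 1 mM, beta-hydroxybutyryl-CoA 90 uM, pH 9.0 Tris buffer.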
# DNA Pol III inh: DNA polymerase III holoenzyme inhibition. reconstituted DNA polymerase III holoenzyme replication, biochemical. Potency, µM (titrated, usually from 57.1 µM), for inactives: at the highest dose activity change, negative = inhibition. 0.25% of 71,000 active; note: potency is the fitted concentration of half-maximal effect; % is set by controls: 0 for no effect and ±100 for the full control effect
#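 Reconstituted *E. coli* holoenzyme (0.35 nM Pol III, 1 nM beta, 154 nM SSB, 2 nM primase) was preincubated with compound for 15 min at RT. Synthesis on 1.4 nM ssM13Gori ran 35 min, then was stopped with PicoGreen/EDTA and read as dsDNA fluorescence.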
# BRCT inh red: disrupts BRCA1 BRCT binding to phosphoprotein, red fluorophore readout | 0.03% of 75,000 active | BRCT-phosphopeptide binding, red fluorescence polarization | P38398 | Potency, µM (series often up to 76.9 µM), without a hit: at the highest dose activity change, negative = inhibition, actives largely listed as inhibitors; note: % is set by controls: 0 for no effect and ±100 for the full control effect
#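 Fluorescence polarization: 100 nM His-tagged BRCA1 BRCT with 100 nM TAMRA-labelled phospho-BACH1 decapeptide, phosphate buffer pH 7.3 with 150 mM NaCl, DTT, 0.01% Tween 20; 12 min RT. Binding inhibition seen as FP decrease.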
# BRCT inh green: blocks human BRCA1 BRCT binding to phosphopeptide, green readout; P38398; BRCA1 BRCT-phosphopeptide binding, green fluorescence polarization; Potency, µM (titrated, usually from 76.9 µM), without a hit: at the top dose activity change, negative = inhibition, most hits filed as inhibitors; 0.05% of 75,000 active; AID 875;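 note: potency is the fitted concentration of half-maximal effect; plate controls were peptide without protein for full effect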
#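 Fluorescence polarization: His-tagged BRCT (~35 kDa BRCA1 C-terminus, 250 nM) bound to 100 nM fluorescein-labeled phosphorylated 10-aa BACH1 peptide, pH 7.3 phosphate buffer with DTT and Tween 20. Compounds incubated 12 min at room temperature; inhibition read as lowered polarization.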
# HBB splicing: modulators of hemoglobin beta chain splicing | HBB splicing reporter cell assay, activation; EGFP reporter with mutant IVS2-654 intron; response scale: normalised to 500 nM splice-correcting PNA | Potency, µM (series often up to 46.1 µM), for the others: at the top dose activation, most hits filed as activators | 0.06% of 65,000 active | AID 925; note: potency is the fitted concentration of half-maximal effect; 0% is about no effect
#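 Compounds were applied for 2 days to HeLa EGFP-654 cells, 500/well in Optimem with 2% FCS. The reporter's EGFP is disrupted by mis-splicing of beta-globin intron IVS2-654. Readout: summed well GFP fluorescence from 488 nm laser scanning; reference was 500 nM antisense […] 654 PNA.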
# ALOX15 inhib: blocks human 15-lipoxygenase activity. purified 15hLO-1, xylenol orange hydroperoxide absorbance. Potency, µM (top dose mostly 57.1 µM), inactives show at the highest dose activity change, negative = inhibition, most hits filed as inhibitors. 1.4% of 74,000 active. AID 887; note: potency is the fitted concentration of half-maximal effect; % is set by controls: 0 for no effect and ±100 for the full control effect; nearly all actives have a fitted effect of over 55% in size
# Target sequence (P16050 whole entry, looked up): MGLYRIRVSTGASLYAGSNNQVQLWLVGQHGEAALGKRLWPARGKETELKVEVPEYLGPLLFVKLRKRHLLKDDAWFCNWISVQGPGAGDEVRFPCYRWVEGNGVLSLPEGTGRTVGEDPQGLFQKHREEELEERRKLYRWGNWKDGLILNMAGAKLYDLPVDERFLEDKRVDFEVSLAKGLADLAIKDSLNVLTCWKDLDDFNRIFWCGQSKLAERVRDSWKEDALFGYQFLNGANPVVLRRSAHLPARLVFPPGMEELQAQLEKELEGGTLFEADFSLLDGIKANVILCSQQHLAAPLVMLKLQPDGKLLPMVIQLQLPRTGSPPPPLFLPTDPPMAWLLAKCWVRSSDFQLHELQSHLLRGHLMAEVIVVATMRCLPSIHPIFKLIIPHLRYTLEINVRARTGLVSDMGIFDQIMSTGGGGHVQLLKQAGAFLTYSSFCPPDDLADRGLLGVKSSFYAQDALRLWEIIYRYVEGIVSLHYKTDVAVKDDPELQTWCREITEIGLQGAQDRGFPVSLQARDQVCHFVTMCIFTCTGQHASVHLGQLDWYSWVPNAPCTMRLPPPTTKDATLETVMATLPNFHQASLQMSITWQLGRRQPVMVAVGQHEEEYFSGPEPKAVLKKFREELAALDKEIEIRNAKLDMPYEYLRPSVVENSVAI
#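 Purified human 15hLO-1 (40 nM) in 25 mM Hepes pH 7.5, 0.01% Triton X-100, preincubated 15 min RT with compound, then 50 uM arachidonic acid for 6 min. Hydroperoxide read by ferrous/xylenol orange, 30 min; 573/405 nm absorbance ratio gave progress.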
# USP2a inh: blocks human ubiquitin-specific protease USP2a; O75604; USP2a enzymatic assay, qHTS inhibition; Potency, µM (series often up to 38.3 µM), without a hit: at the top dose activity change, negative = inhibition, most hits filed as inhibitors; 0.1% of 60,000 active; AID 927;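 note: potency is the fitted concentration of half-maximal effect; nearly all actives have a fitted effect of over 60% in size; plate controls were DMSO for no effect and NEM full inhibition control for full effect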
#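 Coupled readout: USP2-cleaved Ub-PLA2 (20nM final) turns over NBD C6-HPC (20uM final), Ex 460nm/Em 535nm after 2.5 h, time-zero read flagging artifacts. Enzyme (20nM final, pH 8.0 Tris) given 30 min RT with compound first; NEM defines full inhibition.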
# Epigenetic mod: epigenetic GFP locus derepression in mouse cells | mouse C127i GFP locus derepression, cytometry, 30 h | Potency, µM (series often up to 46.1 µM), for inactives: at the highest dose GFP derepression (activation) | 0.09% of 68,000 active; note: % of control where 0% means no effect
#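 Derepression screen: silenced CMV-GFP reporter in murine C127i cells, 30 h compound incubation at 37 C, washed cells imaged by laser-scanning cytometer to enumerate GFP-expressing objects of 20 to 120 um.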
# Numbers without * were called inactive; ? = inconclusive; / = not tested or not shown; [ ] = another dose, or the depositor's remark. Unless noted, calls come from the whole dose curve; as a rule, active = well fitted curve in the direction sought with a large enough effect; inconclusive = small, poorly fitted or top-dose-only effect, or another doubt; inactive = no such curve, though single readings can be large; an effect the other way counts as inactive or inconclusive. Not all compounds are listed; rates above refer to the full screens.
SMILES,CRE Fsk mod,Hsp90 Hop PPI,Ub-GFP proteasome,HADH2 inh,DNA Pol III inh,BRCT inh red,BRCT inh green,HBB splicing,ALOX15 inhib,USP2a inh,Epigenetic mod
O=C(CSC1CCCCC1)N1CCN(c2ccccc2)CC1,-9%,-1%,0%,-10%,?,-0.3%,-1.7%,-0.2%[57.5 µM],?,-11%,-1%
C=C(Cl)COC(=O)[C@H]1C2C=CC(C2)C1C(=O)O (some centres not stated),2%,-2%,-7%,9%,-13%,-0.2%,-2.2%,0.8%[57.5 µM],9%,10%,0%
CC(C)NC(=O)c1nc2ccccc2s1,?,?,4%,-4%,-5%,-0.1%,-1.7%,-1.7%,?,1%,3%
O=c1c(-c2ccccc2)nc2cnc(N3CCNCC3)nc2n1C1CC1,?,-3%,10%,84%[activator],4%,-0.5%,-0.4%,-0.4%,5%,26%,0%[9.22 µM]
CCOc1cccc(CN2CCN(c3cccc(C(F)(F)F)c3)CC2)c1O,-8%,4%,3%,?,-3%,-1.8%,-2.3%,-0.7%,-26%,-8%,0%
O=C1O/C(=C\Br)CC[C@@H]1c1cccc2ccccc12,1%,-11%,0%,?,0%,-6.2%,1.9%,-0.2%,?,7%,-1%
c1n[nH]c(NC2=NCCC2)n1,4%,?,6%,-3%,-4%,1.5%,-0.6%,0.5%[57.5 µM],60%[activator],-4%,0%
Cc1noc(C)c1COC(=O)CCc1nc2ccccc2c(=O)[nH]1,3%,4%,-3%,1%,0%,-0.2%,-0.3%,-4.1%[57.5 µM],11%,3%,-4%
COc1ccc2c(c1)[nH]c1c(=O)n(CCN3CCCC3)cnc12,1%,-4%,4%,-10%,-4%,2.1%,0.7%,4.2%[0.369 µM],-25%,-4%,10%
CCCCn1c(NC(=O)c2ccc(F)cc2)c(C#N)c2nc3ccccc3nc21,?,12%,3%,?,-6%,-1.1%,20%,13%,?,-3%,1%
Cc1oc(-c2ccc(Cl)cc2)nc1CN1CCCC(C(=O)N2CCN(C(=O)c3ccco3)CC2)C1 (configuration not stated),-9%,-3%[2.3 µM],3%,1%,-3%,-2.9%,0.4%,-0.5%,-3%,/,/
Cc1nc(-c2ccc(NC(=O)c3cccs3)cc2)cs1,?,?,10%,?,-5%,-1.7%,6.5%,-0.8%,-12%,9%,0%
O=C(C1CCCN(S(=O)(=O)c2cccc3cccnc23)C1)N1CCc2ccccc21 (configuration not stated),-12%,-6%,6%,5%,4%,0.5%,0.3%,0.3%,1%,/,0%
Cc1ccc(C)c(S(=O)(=O)NCc2ccc(C(=O)N3CCN(C)CC3)cc2)c1,6%,-6%,0%,21%,1%,1.1%,-0.1%,-1.0%,-12%,-2%,3%
O=C(CSc1nnc(COc2ccc(Cl)cc2)n1Cc1ccco1)c1ccccc1F,-12%,1%,-2%,-21%,4%,-1.9%,3.2%,0.1%[57.5 µM],-4%,1%,0%

# Two compounds from above with just HADH2 inh:
Molecule | HADH2 inh
c1n[nH]c(NC2=NCCC2)n1 | -3%
Cc1noc(C)c1COC(=O)CCc1nc2ccccc2c(=O)[nH]1 | 1%

# Later entries
SMILES,CRE Fsk mod,Hsp90 Hop PPI,Ub-GFP proteasome,HADH2 inh,DNA Pol III inh,BRCT inh red,BRCT inh green,HBB splicing,ALOX15 inhib,USP2a inh,Epigenetic mod
C=CCOc1ccc(C2c3c(oc4ccccc4c3=O)C(=O)N2c2ccccn2)cc1OCC (configuration not stated),6%,-1%,-3%,-1%,0%,-0.2%,-1.5%,-0.4%,6%,/,-4%
Cc1ccc(Cl)cc1N1CCN(C(=O)c2cc3c(=O)n(C)c4ccccc4c3n2C)CC1,?,-4%[2.3 µM],-17%,3%,-3%,-1.8%,-0.2%,-0.5%,-1%,/,/
CC(=O)c1ccc(NC(=O)CN2C(=O)COc3ccc(Cl)cc32)cc1,-13%,1%,13%,-5%,-4%,-0.8%,-0.1%,-0.4%,-4%,/,/
CCSc1nnc(NC(=O)C(Cc2ccccc2)n2cccc2)s1 (configuration not stated),3%,1%,4%,-3%,-3%,-0.6%,-4.0%,1.0%,4%,/,-2%
Cc1ccc(-c2nnn(CC(=O)N(Cc3ccccc3)C(C(=O)NC3CCCC3)c3ccncc3)n2)o1 (configuration not stated),-1%,-1%,-4%,18%,-2%,1.6%,3.7%,/,-18%,39%[activator],-3%
COc1cc(C(=O)NCCC(=O)NCCN2CCOCC2)cc(OC)c1OC,-4%,-1%,13%,0%,2%,1.1%,-1.5%,3.1%[1.84 µM],-2%,-5%,2%
CCSc1n[nH]c(=O)[nH]c1=O,0%,-13%,-10%,6%,-9%,1.5%,-2.7%,-1.5%,-23%,3%,-2%
CC(CCc1ccco1)NC(=O)Cn1ncc2c(=O)oc3ccccc3c21 (configuration not stated),-2%,-3%[2.3 µM],-7%,2%,0%,-1.0%,-1.7%,0.1%,0%,/,/
COc1ccc2c(-c3cccnc3)cc(=O)[nH]c2c1,10%,-5%,4%,-9%,7%,-0.3%,0.8%,-3.3%,-6%,-6%,1%
Cc1cc(C(=O)CSc2nnnn2C)c(C)n1CCc1ccc(Cl)cc1,-11%,-8%,2%,13%,-4%,-1.2%,-2.9%,-0.1%[57.5 µM],?,10%,0%
O=C(CN1C(=O)NC2(CCCc3ccccc32)C1=O)N1CCc2ccccc2C1 (configuration not stated),-18%,-2%,-2%,3%,-2%,0.7%,-1.0%,0.8%[57.5 µM],-8%,15%,-1%
COc1ccc(C(NC(=O)c2ccco2)c2ccc(OC)c(OC)c2)cc1OC,19%,0%,/,2%,-9%,-1.4%,-1.0%,3.2%[0.369 µM],14%,9%,0%
Cc1ccsc1C(=O)Nc1ccc(C(=O)O)cc1,-27%,2%,13%,-4%,-1%,-0.2%,-1.7%,1.0%,0%,-4%,0%
Cn1c(=O)oc2cc(S(=O)(=O)N3CCC(C(=O)N4CC=C(c5ccccc5)CC4)CC3)ccc21,?,?,-9%,14%,-4%,-0.8%,-2.8%,0.4%,2%,/,/
CC(NC(=O)c1cn(C)c2ccc(S(=O)(=O)N3CCCC3)cc2c1=O)c1ccc2c(c1)OCCO2 (configuration not stated),0%,0%,2%,-3%,5%,-1.8%,0.6%,1.3%,-7%,48%[activator],2%
CCCn1c(SCC(=O)Nc2nnc(C)s2)nnc1-c1ccoc1C,-1%,0%,-4%,3%,2%,-2.1%,-1.3%,-0.1%[57.5 µM],4%,1%,0%
O=C(CSc1nnc(-c2c[nH]c3ccccc23)n1-c1ccc(F)cc1)NCc1ccco1,-20%,-6%,/,-9%,-4%,-0.7%,-3.7%,1.7%[0.369 µM],0%,36%[activator],4%
O=C(O)CC(Cc1ccc(Br)cc1)C(=O)O (configuration not stated),-2%,-8%,-2%,-4%,0%,-1.0%,-0.8%,0.8%,1%,/,2%
CN(c1cccc(NC(=O)COc2ccccc2)c1)S(C)(=O)=O,-7%,1%,-2%,2%,-3%,-0.8%,1.0%,-0.1%,12%,-6%,-3%
CNc1nc(-c2ccccc2C)nc2ccccc12,20%,-2%,3%,?,-7%,-0.1%,-0.7%,-1.6%,?,110%[activator],3%[9.22 µM]
CN1CCN(CC(O)COc2ccc(OCC(O)CN3CCN(C)CC3)cc2)CC1 (configuration not stated),-25%,-2%,-9%,5%,1%,1.4%,-0.3%,-1.3%,5%,-1%,1%
N#C/C(=C(/O)COC(=O)c1ccc2c(c1)OCCO2)c1nc2ccccc2[nH]1,-7%,-7%,-4%,4%,-14%,1.1%,3.5%,-0.9%,4%,41%[activator],-1%
